Screens deposited in PubChem by several laboratories.
RmlCD inh mix: mixture blocks RmlC and RmlD coupled enzyme activity | RmlC/RmlD coupled enzyme inhibition, 384-well mixture HTS | inhibition, % at 5.5 µM | actives 0.39% (n = 110,000) | AID 1532; in the data active means inhibition above about 30%, passing the limit was not always enough; further: strong numbers were not always called active
HIV RNase H inh: blocks HIV-1 RNase H cleavage of RNA/DNA duplex | actives 1.9% (n = 65,000) | inhibition, % at 10 µM | P04585 | RT-RNase H RNA/DNA duplex cleavage, fluorescence | AID 565; in the data active means inhibition above about 50%
Active calls of the source: *; . = not tested or not shown.

Structure	RmlCD inh mix	HIV RNase H inh
CCS(=O)(=O)N1CCCC(C(=O)NCCN2CCC(Cc3ccccc3)CC2)C1 (centres undefined)	.	-15
CSc1nnc(-c2ccccc2Cl)n1N	-21	-1
Cc1ccc(NC(=O)COC(=O)C2=COCCO2)cc1	-5	-17
COc1cccc(C2=NOC(C(=O)N3CCN(C(=O)c4ccco4)CC3)C2)c1 (centres undefined)	-11	-5
O=C(CN1CCOCC1)Nc1ccc(NC(=O)CN2CCOCC2)c(Cl)c1	2	1
Cc1ccc(/C(=C\CN2CCCC2)c2ccccn2)cc1	9	.
C(=C\CSc1ncn[nH]1)/CSc1ncn[nH]1	5	-13
CN(c1ccc(C(=O)NCc2ccc3c(c2)OCO3)cc1)S(C)(=O)=O	18	0
Cn1c(CN2CCOCC2)c(C#N)c2ccccc21	4	-21
O=C(CSc1oc(-c2ccccc2)nc1S(=O)(=O)c1ccc(F)cc1)NCC1CCCO1 (centres undefined)	1	.
C(=N\n1cnnc1SCc1ccccc1)/c1ccco1	-9	-12
COc1ccc(CC(CC(=O)O)C(=O)Nc2ccccc2)cc1 (centres undefined)	6	-10
O=S(=O)(c1ccc2oc3ccccc3c2c1)N1CCCC1	-6	.
CCNc1nc(NC(C)(C)C)nc(N(C#N)CC)n1	-5	-16
CC(Oc1ccc(-c2ccccc2)c(F)c1)c1ccn(S(=O)(=O)c2ccc(F)cc2)n1 (centres undefined)	-9	.
CCOC(=O)c1ccc(Nc2nc(=O)c3cccnc3s2)cc1	-1	.
O=C(OCc1nnc(-c2ccccc2)o1)c1ccc2c(c1)OCO2	8	-24
CCCCSc1nnc(-c2cc(Br)ccc2N)c(=O)[nH]1	-10	3
CCOc1cc(/C=N/NC(=O)CN2CCCCC2)ccc1OCc1ccccc1	-8	.
Cc1cc(C)n2[nH]c(=O)c(N=Nc3cccc(Cl)c3)c2n1	6	.
COc1ccc(-c2cc(C(=O)N/N=C/c3sccc3C)c3ccccc3n2)c(OC)c1	-14	.
O=C(NCC(c1ccco1)N1CCCC1)c1ccccc1F (centres undefined)	-7	.
COc1ccc(/C=N/n2cnnc2)cc1COc1ccccn1	-1	-14
OC(CN1CCN(c2ccccc2)CC1)c1c[nH]c2ccccc12 (centres undefined)	13	7
CC1CC(C)CN(S(=O)(=O)c2cccc(C(=O)N3C(=O)c4cccc(N)c4C3=O)c2)C1 (centres undefined)	-25	.
CC(NC(=O)c1csc2ccccc12)C1CCCO1 (centres undefined)	8	3
Cc1c(N)cccc1-c1nc2ccccc2[nH]1	9	.
CCC/C=C(\CCC)C(NC(=O)Cc1ccccc1)c1ccc(C(=O)OC)cc1 (centres undefined)	-12	.
Cc1ccc(C)c(Cn2c(CN(C)Cc3ccccc3)nc3c2c(=O)n(C)c(=O)n3C)c1	-15	-16
Cc1ccc(S(=O)(=O)N2CCN(C(=O)CSc3nnc(-c4ccco4)o3)CC2)cc1	10	4
COc1ccc(O)c(-c2c(-c3ccc(Cl)cc3)n[nH]c2C)c1	-4	47
O=C(c1nnc(Cc2ccc(Cl)cc2)o1)N1CCc2ccccc2C1	-8	-68
Cc1ccc(S(=O)(=O)c2c(COC(=O)c3ccccc3Cl)c(-c3ccccc3)nn2C)cc1	0	.
Cc1onc(-c2c(Cl)cccc2Cl)c1C(=O)c1c[nH]c(C(=O)NCCCN2CCOCC2)c1	11	.
COc1ccc(Cl)cc1NC(=O)c1cnc2n(c1=O)CCS2	-15	-8
CCOc1ccc2cc(C#N)c(SCC(=O)N3CCCC3)nc2c1	.	-30
CN1CCc2c(n(CC(O)CN3C(=O)c4ccccc4S3(=O)=O)c3ccccc23)C1=O (centres undefined)	3	-15
O=C(NCc1ccncc1)Nc1ccc(F)cc1	38	-3
CN(CC(=O)Nc1sccc1C#N)C1CCCCC1	4	58*
Cc1ccccc1NS(=O)(=O)c1ccc2[nH]cc(C(=O)NCCCN3CCOCC3)c(=O)c2c1	6	-3
Cc1ccc(-c2nc(CS(=O)CC(=O)NCCN3CCOCC3)c(C)o2)cc1 (centres undefined)	-16	-7
c1ccc(-c2noc(CN3CCN(c4ccccc4)CC3)n2)cc1	-10	3
C#CC(C)OC(=O)C(C)NC(=O)c1ccccc1 (centres undefined)	13	.
O=C(Nc1cccnc1)c1ccccc1Oc1ccccc1	4	-9
CC(C)CCNC(=O)C1CCN(c2nc3ccccc3o2)CC1	-8	2
Cc1noc(C)c1COC(=O)c1cccc(S(=O)(=O)N2c3ccccc3CC2C)c1 (centres undefined)	6	-20
COCCNC(=O)c1c(N)n(/N=C/c2cccs2)c2nc3ccccc3nc12	-145	-44
COc1ccc(NC(=O)c2ccc(-n3cccn3)nc2)cc1	8	.
COc1cccc(S(=O)(=O)NCc2ccc(C(=O)NCc3ccco3)cc2)c1	-7	12
O=C(NCCCO)c1nc2ccccc2s1	-10	-8
Cc1ccc(C(=O)OCc2cc3ccccc3[nH]c2=O)cc1	5	-1
CCOC(=O)c1c(C)[nH]c(C(=O)COC(=O)C2CC(=O)N(Cc3ccccc3)C2)c1C (centres undefined)	-6	-3
COc1ccccc1-c1nnc(SCc2nc3ccccc3s2)n1C	15	.
N#Cc1c(N)nc(SC2CCCCC2=O)c(C#N)c1-c1ccco1 (centres undefined)	7	5
COC(=O)c1cc(S(=O)(=O)NC2CCN(Cc3ccccc3)CC2)cn1C	-9	-1
FC(F)(F)c1ccc(CN2CCCCCC2)cc1	-14	.
CCOC(=O)Cc1csc(NC(=O)COc2ccc(N(C)S(=O)(=O)c3ccc(C)cc3)cc2)n1	-5	.
Cc1cccc(C(=O)N/N=C/c2ccncc2)c1	2	.
O=C1NC[C@@H](Cc2cccc3ccccc23)N(CC2(c3ccccc3)CC2)C1=O	15	.
CC1CCN(c2nc3nonc3nc2N2CCC(C)CC2)CC1	-4	.

Compounds shown so far containing a thiophene ring, fused or not, in the order listed:
Structure	RmlCD inh mix	HIV RNase H inh
COc1ccc(-c2cc(C(=O)N/N=C/c3sccc3C)c3ccccc3n2)c(OC)c1	-14	.
CC(NC(=O)c1csc2ccccc12)C1CCCO1 (centres undefined)	8	3
CN(CC(=O)Nc1sccc1C#N)C1CCCCC1	4	58*
COCCNC(=O)c1c(N)n(/N=C/c2cccs2)c2nc3ccccc3nc12	-145	-44

The main list resumes, repeating the two entries before the break.
Structure	RmlCD inh mix	HIV RNase H inh
O=C1NC[C@@H](Cc2cccc3ccccc23)N(CC2(c3ccccc3)CC2)C1=O	15	.
CC1CCN(c2nc3nonc3nc2N2CCC(C)CC2)CC1	-4	.
Clc1ccc2c(c1)c1ccccc1n2CN1CCOCC1	-14	-5
C=CCNC(=O)CNS(=O)(=O)c1ccc(F)cc1	-10	15
O=C(O)CSc1ccccc1C(=O)O	-23	.
O=C1Nc2ccc(Br)cc2C(c2ccccc2Cl)=NC1O (centres undefined)	-34	.
Cc1ccc(NC(=O)c2nn(C34CC5CC(CC(C5)C3)C4)cc2[N+](=O)[O-])cc1	-4	.
CN(C)C=NC(=O)c1ccc(N2CCN(c3ncc(C(F)(F)F)cc3Cl)CC2)cc1	-6	.
COc1ccccc1N1CC(C(=O)Nc2ccc(S(=O)(=O)N3CCOCC3)cc2)CC1=O (centres undefined)	-8	.
COc1ccc(N(C(=O)Cn2nnc3ccccc32)C(C(=O)NCc2ccco2)c2ccc(C)o2)cc1 (centres undefined)	-10	8
Cn1c(C(=O)NCc2cccs2)cc2c(=O)n(C)c3ccccc3c21	-2	5
CCCS(=O)(=O)N1CCC(C(=O)NCCCN(CC)c2cccc(C)c2)CC1	-9	6
COc1ccc(-n2cnnc2SCc2ncc(-c3ccccc3)o2)cc1	8	-74
CCOc1ccc(Cc2nnc(N)s2)cc1OCC	-9	-6
COc1ccccc1NC(=O)N1CCC(c2nnc(SCC(N)=O)n2C)CC1	-5	.
CCOC(=O)c1ccc(N=c2sc(C(=O)OC)cc(=O)n2Cc2ccco2)cc1	-14	5
NCCCC[C@H]1CN=C(N)N1CCC12CC3CC(CC(C3)C1)C2	8	.
COc1ccc(CN(C#N)c2nc(SC)nc(N(C)C)n2)cc1	-15	-17
Cc1cc(NC(=O)c2cc(S(=O)(=O)N3CCCCC3)ccc2C)n(-c2ccccn2)n1	-13	-2
CCOC(=O)N1CCC(N2Cc3cccc(C(=O)N4CCN(C5CCCCC5)CC4)c3C2=O)CC1	2	-3
Cc1n[nH]c(=S)n(/N=C/c2ccccn2)c1=O	45	4
Cc1cc2oc3ccc(NCCCN4CCOCC4)cc3c(=O)c2cc1C	-11	.
Cc1cc(C)n(CC(O)Cn2c3ccccc3c3ccccc32)n1 (centres undefined)	4	.
CSc1nc(-c2ccccc2)[nH]c(=S)c1C(C)=O	14	.
CCOC(=O)C1C(c2ccc(O)c(OCC)c2)NC(=S)NC1(O)C(F)(F)F (centres undefined)	-19	.
Nn1c(SCC(=O)Nc2ccc(Oc3ccccc3)cc2)nnc1C1CC1	7	0
NC(=O)c1cccc2c(=O)oc3ccccc3c12	-8	-6
Cc1ccc(-c2nnn(CCC(=O)NC(C)(C)C)n2)cc1	-5	.
CCOC(=O)C(C(C)=O)c1c(Br)c(O)c(O)c2c(C(=O)c3ccc(C)cc3)coc12 (centres undefined)	6	95*
CCCc1cc(=O)[nH]c(Nc2ccc(O)cc2)n1	4	.
Cc1ccc(CNC(=O)Cn2ccc3ccccc3c2=O)o1	4	-10
Cc1ccc(Cn2c(C(C)Nc3nc(-c4ccc(F)cc4)cs3)nc3cc(C(=O)NCCCO)ccc32)cc1 (centres undefined)	6	.
Cc1ccc(N=Cc2c(O)n(-c3ccc(C)cc3)c(=O)[nH]c2=O)cc1	-5	.
O=C(NC1CCCC1)C1CCCN(S(=O)(=O)c2ccc(-n3cnnn3)cc2)C1 (centres undefined)	-5	5
Cc1nc2sc3c(c2c2nc(-c4ccco4)nn12)CCCC3	10	18
CCOc1ncccc1C(=O)OCc1ccc(C(=O)OC)o1	-7	-54
Cc1onc(-c2ccccc2)c1C(=O)Nc1nc(-c2ccc(F)c(F)c2)cs1	-6	-12
COc1ccc(/C=N/NC(=O)c2ccn[nH]2)cc1COc1ccc(Cl)cc1	4	.
CSc1nc2ccccc2n1CC(=O)Nc1c(C)n(C)n(-c2ccccc2)c1=O	-4	-27
CCN1C(=O)N(c2cccc3ccccc23)C(C)=CC1(C)C	-5	.
COc1ccccc1-n1c(SCC(=O)N2CCOCC2)nc(O)c(Cc2ccccc2)c1=O	4	-6
O=C(NCCCN1CCN(c2cccc(Cl)c2)CC1)C1CCC(=O)N1Cc1ccccc1Cl (centres undefined)	.	4
COc1ccc(NC(=O)c2cc([N+](=O)[O-])nn2Cc2ccccc2)c(C)c1	5	.
CCOC(=O)/C=C1\SCC(=O)N1Cc1ccc(Br)cc1	-12	-11
CCOCCCN=Cc1c(O)n(Cc2ccccc2)c(=O)[nH]c1=O	-14	-24
CCCCn1nnnc1SCC(=O)Nc1ccc2c(c1)OCCO2	-133	-16
c1ccc(CNCCN2CCNCC2)nc1	3	5
Cc1c(Cl)cccc1NC(=O)CN1C(=O)CSc2ncccc21	4	-15
COCCSc1ccccc1C(=O)N1CCCC1	-5	6
CN(Cc1nc2ccccc2c(=O)[nH]1)Cc1cc(=O)oc2ccc3ccccc3c12	4	.
CC1(C)CC(=O)C2=C(C1)Nc1cc3c(cc1C2c1ccc(F)cc1)OCO3 (centres undefined)	-17	.
O=c1[nH]c(=S)n(Cc2ccco2)c(O)c1C=NCc1cccs1	3	.
CCN(C(=O)c1ccccc1Cl)c1ccccc1	6	-9
O=C(NC1CCN(C(=S)NCc2ccco2)CC1)C1CCCCC1	4	.
O=C(NCN1CCN(c2ccccc2F)CC1)c1cccnc1	-6	.
O=C(Nc1ccccc1O)c1cc(S(=O)(=O)N2CCOCC2)ccc1Cl	5	0
CC(=O)Nc1ccc(SC[C@H](c2ccccc2)N2CCN(CCc3ccccc3)CCC2=O)cc1	13	.
CCN1CCN(Cc2ccc(NC(=O)c3ccc(C)c(NC(=O)c4nccn4C)c3)cc2C(F)(F)F)CC1	8	.
Cc1ccc(S(=O)(=O)NC(=O)NCc2ccccc2)cc1	1	.
COc1ccc(-n2c(O)c(/C=N/n3cnnc3)c3ccccc3c2=O)cc1	9	4
O=C(NC1=NCCS1)c1cc(-c2ccccc2)nn1-c1ccccc1	4	-3
Cc1ccc(CN2C(=O)CCC2C(=O)NC2CC2)cc1 (centres undefined)	-1	-3

The list goes on.
Structure	RmlCD inh mix	HIV RNase H inh
COC(=O)c1c(NC(=O)CC2NCCNC2=O)sc2c1CCCC2 (centres undefined)	8	-6
Cc1onc(-c2c(F)cccc2Cl)c1C(=O)OCC(=O)NCc1ccco1	8	11
CCCCn1c(O)c(C(C)=NCCCn2ccnc2)c(=O)[nH]c1=O	-9	.
CN(C)c1ccc(-c2nc3n(n2)C(c2cccnc2)C2=C(CC(C)(C)CC2=O)N3)cc1 (centres undefined)	2	6
Cc1cc(C)c(S(=O)(=O)c2ccccc2C)c(OCC(C)(C)C)n1	14	.
Cc1c(C)c2c(C)[nH]nc2oc1=O	8	-7
O=C(NC(=O)N1CCN(c2ccccc2)CC1)c1ccc(Cl)cc1	-14	.
CC1CCCCN1C(=O)Cn1cc(/C=C2/C(=O)Nc3ccccc32)c2ccccc21 (centres undefined)	9	.

Given with each value named: entries from further up.
smiles: CN(C)c1ccc(-c2nc3n(n2)C(c2cccnc2)C2=C(CC(C)(C)CC2=O)N3)cc1 (centres undefined)
  RmlCD inh mix: 2; HIV RNase H inh: 6

smiles: Cc1onc(-c2c(F)cccc2Cl)c1C(=O)OCC(=O)NCc1ccco1
  RmlCD inh mix: 8; HIV RNase H inh: 11

An excerpt; rates above refer to the full screens.
